Bioassay records (PubChem BioAssay)
Tau ThT inhib: qHTS for Inhibitors of Tau Fibril Formation, Thioflavin T Binding; Microtubule-associated protein tau (Homo sapiens), P10636; recombinant tau K18 P301L, heparin-induced fibrillization, ThT fluorescence; Potency, µM (titrated, usually from 57.4 µM), for inactives: top-dose activity, negative = inhibition, usual class: inhibitors; hit rate 2.1% among 270,000; AID 1460, 2008; also: % is scaled to controls: 0 for no effect and ±100 for the full control effect; nearly all actives have a fitted effect of over 55% in size
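ThT emission at 510 nm, taken 1 hr after adding 30 uM dye, quantifies aggregates formed when 20 uM heparin acts on human tau K18 P301L for 6 hr at 37 C.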
Tau FP inhib: qHTS for Inhibitors of Tau Fibril Formation, Fluorescence Polarization. Microtubule-associated protein tau (Homo sapiens), P10636. hit rate 0.39% among 280,000. K18 P301L tau heparin fibrillization, Alexa594 FP, 6 h. Potency, µM (titrated, usually from 57.7 µM), for inactives: top-dose activity, negative = inhibition, hits mostly inhibitors; also: % is scaled to controls: 0 for no effect and ±100 for the full control effect; nearly all actives have a fitted effect of over 55% in size
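Steps: dispense K18 P301L tau (15 uM plus 0.24 uM Alexa 594 tracer, final) in pH 7 sodium acetate; add compound; add heparin (20 uM final); incubate 6 hr, 37 C; add ThT (30 uM final); after 1 hr ambient, read FP.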
Tau fluor cs: Counterscreen qHTS for Inhibitors of Tau Fibril Formation, Fluorescence Polarization. tau K18 P301L Alexa594 fluorescence, heparin fibrillization. Potency, µM (doses to about 57.7 µM), for the others: at the highest dose activity change, negative = decrease. hit rate 0.93% among 280,000; also: % is scaled to controls: 0 for no effect and ±100 for the full control effect; nearly all actives have a fitted effect of over 55% in size
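Human tau K18 P301L (15 uM unlabeled, 0.24 uM Alexa 594-labeled) in 100 mM sodium acetate pH 7 with 20 uM heparin, 6 hr at 37 C. ThT 30 uM added, 1 hr ambient; Alexa 594 FP and total fluorescence read at 555/632 nm.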
TR SRC2 fluor cs: Total Fluorescence Counterscreen for Inhibitors of the Interaction of Thyroid Hormone Receptor and Steroid Receptor Coregulator 2; TRb/SRC2 Texas Red total fluorescence interference; Potency, µM (highest dose often 106 µM), for inactives: at the highest dose fluorescence change, negative = quenching; hit rate 0.29% among 280,000; active = well fitted curve in either direction with a large enough effect; inconclusive = small, poorly fitted or top-dose-only effect; also: % is scaled to controls: 0 for no effect and ±100 for the full control effect
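Human TRβ ligand-binding domain (0.6 uM) and Texas Red SRC2 peptide (20 nM) in Tris buffer with 1 uM T3 and 5% DMSO were incubated with pinned compound for 5 hr at ambient temperature. Total fluorescence was computed as S + 2P (555/632 nm).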
HTT cytoprotect: qHTS Multiplex Assay to Identify Dual Action Probes in a Cell Model of Huntington: Cytoprotection (ATP); PC12 HTT-Q103 induced, cytoprotection, ATP luminescence, 40 h; Potency, µM (series often up to 56.4 µM), without a hit: cytoprotection (ATP increase), actives largely listed as activators; hit rate 0.14% among 230,000;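 also: % of control where 0% means no effect; nearly all actives have a fitted effect of over 45% in size; toxic huntingtin expression switched on by the ecdysone agonist tebufenozide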
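Cells were plated at 1500 per well in phenol red-free DMEM with 5% equine and 5% calf serum. Tebufenozide (100 nM final) and compounds were added, then ATPlite reagent, and luminescence was read.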
RECQ1 helicase: qHTS Assay for Inhibitors of RecQ-Like Dna Helicase 1 (RECQ1). RECQ1 DNA unwinding, red fluorescence kinetic read. Potency, µM (doses to about 57.3 µM), without a hit: at the highest dose activity, negative = inhibition, usual class: inhibitors. hit rate 0.54% among 240,000;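 also: plate controls were vehicle for no effect and no enzyme for full effect; nearly all actives have a fitted effect of over 30% in size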
Target sequence (P46063 whole entry, looked up): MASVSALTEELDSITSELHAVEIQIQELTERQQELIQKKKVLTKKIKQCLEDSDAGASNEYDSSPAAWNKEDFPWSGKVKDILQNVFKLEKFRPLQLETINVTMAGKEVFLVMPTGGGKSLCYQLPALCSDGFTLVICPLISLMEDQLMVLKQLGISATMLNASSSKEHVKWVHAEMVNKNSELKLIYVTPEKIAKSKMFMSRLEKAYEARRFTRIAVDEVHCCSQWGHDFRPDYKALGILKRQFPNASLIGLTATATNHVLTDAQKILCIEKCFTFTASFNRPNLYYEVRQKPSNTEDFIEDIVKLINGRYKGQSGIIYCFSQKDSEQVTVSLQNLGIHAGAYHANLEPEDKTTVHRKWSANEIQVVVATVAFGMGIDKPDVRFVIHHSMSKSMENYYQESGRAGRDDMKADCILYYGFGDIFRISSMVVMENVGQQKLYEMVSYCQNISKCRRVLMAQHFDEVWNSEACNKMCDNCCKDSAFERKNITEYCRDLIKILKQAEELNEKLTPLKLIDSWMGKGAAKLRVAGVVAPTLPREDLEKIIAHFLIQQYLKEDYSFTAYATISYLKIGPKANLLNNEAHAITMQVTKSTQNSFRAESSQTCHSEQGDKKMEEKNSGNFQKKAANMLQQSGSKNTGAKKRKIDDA
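RECQ1T1 50 nM; forked duplex (20 bp + 30-nt ss tails) 200 nM, ATP 2 mM final; pH 8.0, 2 mM MgCl2, 2.5 ug/ml poly(dI-dC); 15 min compound preincubation; discontinuous kinetic read over 2 h at RT.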
L3MBTL1 inh: qHTS Assay for the Inhibitors of L3MBTL1; Lethal(3)malignant brain tumor-like protein 1 (Homo sapiens), Q9Y468; AID 485360, 2010; Potency, µM (series often up to 57.1 µM), without a hit: top-dose activity, negative = inhibition, usual class: inhibitors; AlphaScreen L3MBTL1–H3K9me1 peptide binding; hit rate 0.66% among 230,000; also: % is scaled to controls: 0 for no effect and ±100 for the full control effect; nearly all actives have a fitted effect of over 60% in size
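L3MBTL1 50 nM + b-AHA-H3(1-15)K9me1 75 nM, 30 min RT; compound added, 30 min RT; streptavidin donor/Ni-chelate acceptor beads 10 ug/mL each final, 30 min RT dark; AlphaScreen read.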
TRb SRC2 PPI: qHTS for Inhibitors of the Interaction of Thyroid Hormone Receptor and Steroid Receptor Coregulator 2; Thyroid hormone receptor beta (Homo sapiens), P10828; TRbeta-SRC2 peptide binding, fluorescence polarization; receptor liganded with 1 µM T3; hit rate 0.065% among 280,000; AID 1469, 2008; Potency, µM (doses to about 106 µM), without a hit: top-dose activity change, negative = inhibition, actives largely listed as inhibitors;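 also: plate controls were bound peptide for no effect and peptide without receptor for full effect; nearly all actives have a fitted effect of over 50% in size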
Target sequence (P10828 whole entry, looked up): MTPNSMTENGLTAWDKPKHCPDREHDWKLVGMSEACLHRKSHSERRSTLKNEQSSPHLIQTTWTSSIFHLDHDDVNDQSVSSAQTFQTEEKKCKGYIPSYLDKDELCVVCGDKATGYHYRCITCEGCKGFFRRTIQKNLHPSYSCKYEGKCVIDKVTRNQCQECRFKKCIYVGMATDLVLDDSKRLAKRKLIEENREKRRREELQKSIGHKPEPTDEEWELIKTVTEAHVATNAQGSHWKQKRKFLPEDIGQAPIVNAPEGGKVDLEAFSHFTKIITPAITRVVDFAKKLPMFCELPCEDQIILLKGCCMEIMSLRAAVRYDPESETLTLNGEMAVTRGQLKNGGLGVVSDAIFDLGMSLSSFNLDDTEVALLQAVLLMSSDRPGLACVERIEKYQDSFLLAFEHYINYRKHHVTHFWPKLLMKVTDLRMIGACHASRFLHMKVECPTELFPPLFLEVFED
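Human TRb LBD (0.6 uM) plus Texas Red-labeled SRC2 peptide (20 nM), 1uM T3, 5% DMSO, 5 hr at ambient temperature. Decreased polarization (555/632 nm) flags inhibition; data normalized to free and bound peptide controls.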
Active calls of the source: *; i = inactive; ? = inconclusive; / = no result given; & = joins results of further samples; [ ] = another dose, or the depositor's remark. Unless noted, calls follow the shape of the dose curve; as a rule, active = well fitted curve in the direction sought with a large enough effect; inconclusive = small, poorly fitted or top-dose-only effect, or another doubt; inactive = no such curve, though single readings can be large; an effect the other way counts as inactive or inconclusive. Potency is read from the fitted curve at half-maximal effect.

Molecule	Tau ThT inhib	Tau FP inhib	Tau fluor cs	TR SRC2 fluor cs	HTT cytoprotect	RECQ1 helicase	L3MBTL1 inh	TRb SRC2 PPI
CS(=O)(=O)N1CCN(c2ccc([N+](=O)[O-])c3cccnc23)CC1	?	7%	-14%	-1%	4%[10 µM]	1%	-4%	-4%
CC(C)(C)c1ccc(N2C(=N)SCC2=O)cc1	-1%	-6%	-10%	-3%	0%[10 µM]	-1%	7%	-3%
CCc1nnc(NC(=O)CSc2nnc(C3CCCCC3)n2-c2ccccc2)s1	-11%	9%	-1%	0%	6%[10 µM]	-17%	3%	-6%
COc1ccc2c(c1O)-c1ccccc1CCN(C)C2	?	9%	3%	1%	-3%[10 µM]	-13%	0%	-3%
CCOc1ccccc1NC(=O)C1CCC(CNS(=O)(=O)c2ccc3c(c2)CCCC(=O)N3)CC1 (centres undefined)	?	7%	-13%	0%	/	/	/	16%
COc1ccc(NC(=O)NC23CC4(C)CC(C)(CC(C)(C4)C2)C3)cc1	3%	?	?	-3%	0%[10 µM]	-4%	6%	6%
COc1ccc(C(=O)Nc2ccc3nc(SCC(=O)N(C)c4ccccc4)sc3c2)cc1	-4%	?	?	9%	/	/	/	7%
CN(Cc1nc(Cc2ccccc2F)no1)Cc1cccc2ncccc12	-14%	9%	-19%	-2%	21%[10 µM]	-4%	-4%	-1%
COC(=O)NCc1c(C)nn(-c2ccccc2)c1-n1cccc1	6%	-2%	-3%	-4%	/	/	/	1%
CCN(CC)C(=O)CC(c1cc(OC)c(OC)c(OC)c1)c1c(O)cc(OC)cc1OC (centres undefined)	2%	-3%	3%	-1%&-8%	19%[10 µM]	i	/	2%&4%
CC(C)(C)c1ccc(CN(Cc2ccco2)Cc2nnnn2C2CCCC2)cc1	-14%	2%	-5%	4%	-59%[inhibitor]	-6%	47%[activator]	-24%
COc1ccc(/C=C/C(=O)N2CCC(c3nc4ccccc4o3)CC2)cc1OC	-15%	1%	-5%	-3%	/	/	/	-2%
Cc1ccc(N(CC(N)=O)C2SC(=O)N(C)C2=O)cc1 (centres undefined)	-4%	3%	4%	2%	2%	-8%	/	9%
CCn1c(SCCC(C)C)nnc1-c1c[nH]c2ccccc12	?	15%	?	0%	-17%	-9%	/	0%
O=C(COC(=O)CCc1ccc(S(=O)(=O)N2CCOCC2)cc1)NC1CCCC1	8%	6%	8%	1%	0%[10 µM]	0%	1%	8%
COc1ccc(/C=C/C(=O)Nc2ccc(Cl)c(Cl)c2)cc1	?	?	?	1%	/	/	/	-2%
O=C(NCC1CCCO1)c1onc(CSc2ccccc2F)c1C(=O)O (centres undefined)	-2%	1%	0%	-1%	-1%	-5%	7%	0%
COc1cc(OC)cc(C(=O)NNC(=O)c2ccccn2)c1	-2%	14%	7%	-1%	-1%[10 µM]	-13%	-5%	1%
COC(=O)CNC(=O)COC(=O)/C=C/c1ccccc1[N+](=O)[O-]	-2%	3%	0%	-2%	-15%	-3%	14%	-10%
CCOCCCNC(=O)/C(C#N)=C/c1cc(OC)c(O)c([N+](=O)[O-])c1	14µM*	10%	-11%	-1%	-41%	i	-16%	-13%
COc1cc(C(=O)Oc2c(Sc3ccccc3)c(C)nn2-c2ccccc2)cc(OC)c1OC	?	-11%	-16%	0%	/	/	/	4%
CCOC(=O)C1CCN(S(=O)(=O)c2c(C)n[nH]c2C)CC1	-5%	1%	0%	0%	-7%[10 µM]	0%	5%	5%
CCOC(=O)N1CCN(C(=O)c2ccccc2-c2ccccc2)CC1	-2%	3%	1%	-3%	-21%	0%	-26%	-14%
O=C(/C=C/Nc1ccc(F)c(Cl)c1)c1ccco1	?	0%	-26%	-2%	-74%[inhibitor][0.074 µM]	-1%	-15%	-26%
CC1=NNC(=O)C(CC(=O)Nc2ccc(Cl)c(Cl)c2)C1 (centres undefined)	6%	5%	0%	1%	14%[10 µM]	10%	1%	-6%
Cc1nnc(SCC(=O)Nc2cccc(S(=O)(=O)NC3=NCCCCC3)c2)n1Cc1ccccc1	3%	-14%	-5%	1%	-11%	2%	4%	-7%
Cn1c2ccc(F)cc2c2nnc(SCCN3CCCCC3)nc21	-12%	-1%	-8%	-10%	/	/	/	6%
O=C(c1cc2c(s1)-c1ccccc1OC2)N1CCc2ccccc2C1	?	2%	-22%	-2%	/	-19%	69%[activator]	-2%
CN1CCN(C(=S)c2ccc([N+](=O)[O-])cc2)CC1	-11%	-2%	-7%	3%	5%[10 µM]	-4%	-3%	-14%
O=C(Cc1cccs1)Nc1nnc(-c2ccncc2)s1	0%	-13%	-9%	-2%	-7%	i	/	4%

Part of the list above in order of molar mass, low to high.
Molecule	Tau ThT inhib	Tau FP inhib	Tau fluor cs	TR SRC2 fluor cs	HTT cytoprotect	RECQ1 helicase	L3MBTL1 inh	TRb SRC2 PPI
CC(C)(C)c1ccc(N2C(=N)SCC2=O)cc1	-1%	-6%	-10%	-3%	0%[10 µM]	-1%	7%	-3%
O=C(Cc1cccs1)Nc1nnc(-c2ccncc2)s1	0%	-13%	-9%	-2%	-7%	i	/	4%
CCOC(=O)C1CCN(S(=O)(=O)c2c(C)n[nH]c2C)CC1	-5%	1%	0%	0%	-7%[10 µM]	0%	5%	5%
COC(=O)CNC(=O)COC(=O)/C=C/c1ccccc1[N+](=O)[O-]	-2%	3%	0%	-2%	-15%	-3%	14%	-10%
CCOC(=O)N1CCN(C(=O)c2ccccc2-c2ccccc2)CC1	-2%	3%	1%	-3%	-21%	0%	-26%	-14%
CC(C)(C)c1ccc(CN(Cc2ccco2)Cc2nnnn2C2CCCC2)cc1	-14%	2%	-5%	4%	-59%[inhibitor]	-6%	47%[activator]	-24%
O=C(COC(=O)CCc1ccc(S(=O)(=O)N2CCOCC2)cc1)NC1CCCC1	8%	6%	8%	1%	0%[10 µM]	0%	1%	8%
CCc1nnc(NC(=O)CSc2nnc(C3CCCCC3)n2-c2ccccc2)s1	-11%	9%	-1%	0%	6%[10 µM]	-17%	3%	-6%
COc1ccc(C(=O)Nc2ccc3nc(SCC(=O)N(C)c4ccccc4)sc3c2)cc1	-4%	?	?	9%	/	/	/	7%

(further entries)
Molecule	Tau ThT inhib	Tau FP inhib	Tau fluor cs	TR SRC2 fluor cs	HTT cytoprotect	RECQ1 helicase	L3MBTL1 inh	TRb SRC2 PPI
COc1ccccc1CN1C(=O)C(=O)c2cccc(C)c21	-14%	4%	-4%	1%	/	/	/	-3%
COc1ccc(NC(=O)Cn2c(=O)n(-c3ccc(C)cc3)c(=O)c3c2c2cc(C)ccc2n3C)cc1	14%	-8%	4%	-2%	/	/	/	-3%
COc1ccccc1NC(=O)Cc1c(C(=O)O)[nH]c2ccc(Cl)cc12	11%	11%	-13%	-3%	/	/	/	1%
CCOC(=O)Cc1csc(NC(=O)CSc2ccc(Br)cc2)n1	6%	-1%	-6%	-1%[53 µM]	13%[10 µM]	-10%	13%	4%[53 µM]
Cc1ccc(NC(=O)c2c(C)nn(-c3ccccc3)c2-n2cccc2)c(Cl)c1	2%	-3%	2%	-3%	/	/	/	10%
Cc1ccc(C2CC2c2n[nH]c(=S)n2-c2ccc(C)cc2)cc1 (centres undefined)	-20%	6%	-16%	-1%	4%	-14%	/	-3%
COC(=O)c1cccc(Cn2nnc3sc4c(c3c2=O)CCC(C(C)(C)C)C4)c1 (centres undefined)	-11%	0%	-7%	1%	/	/	/	-5%
CCOC(=O)c1cc(S(=O)(=O)Nc2ccc(C)cc2Cl)[nH]n1	0%	2%	4%	-3%	/	/	/	3%
FC(F)(F)c1nnc2ccc(Cl)nn12	-9%	0%	-8%	-2%	-13%[10 µM]	-6%	-3%	-4%
O=C(c1ccccc1Br)N1CCCC(c2nc(-c3cccs3)no2)C1 (centres undefined)	0%	10%	0%	-2%	?	20%	-4%	1%
COc1ccccc1CC(=O)Nc1cc(Cl)ccc1O	-20%	4%	-25%	-1%	-15%	-16%	-1%	-1%
Cc1[nH]nc(N=Cc2c(O)n(C)c(=O)n(C)c2=O)c1-c1ccccc1	7%	-3%	2%	-7%	-8%	i	41%[activator]	-6%
Cc1ccccc1NC(=S)N(Cc1cccnc1)Cc1ccccc1Cl	-3%	-6%	-9%	-1%	-30%	i	?	-7%
Cc1cc(N2CCOCC2)nc2ccc(NC(=O)CCC(=O)N3CCC(C)CC3)cc12	-8%	-7%	-13%	3%	-11%	-2%	-4%	11%
O=C(Nc1ccccn1)c1ccc2c(c1)OCCO2	-9%	-5%	-8%	-1%	-155%[inhibitor]	-16%	/	-2%
Cc1ccc(Nc2c([N+](=O)[O-])c(=O)n(C)c3ccccc23)cc1C	?	2%	-17%	0%	-21%[10 µM]	-13%	-15%	-17%
O=C(Nc1ccc(C(=O)N2CCCCC2)cc1)c1ccc(Br)cc1	-9%	-2%	-6%	-2%	-12%	-2%	1%	-5%

One compound at a time, as listed above. Order of values: Tau ThT inhib, Tau FP inhib, Tau fluor cs, TR SRC2 fluor cs, HTT cytoprotect, RECQ1 helicase, L3MBTL1 inh, TRb SRC2 PPI
O=C(/C=C/Nc1ccc(F)c(Cl)c1)c1ccco1 reads ?, 0%, -26%, -2%, -74%[inhibitor][0.074 µM], -1%, -15%, -26%
CN(Cc1nc(Cc2ccccc2F)no1)Cc1cccc2ncccc12 reads -14%, 9%, -19%, -2%, 21%[10 µM], -4%, -4%, -1%

The list is partial; count on the stated rates, not on these rows.
